PMI act satM6P – activators of human phosphomannose isomerase at near-saturating mannose 6-phosphate; activation factor at 20 µM; 0.34% of 190,000 active; coupled PMI enzyme assay, resazurin fluorescence, 20 min; hits give high values; 1 = untreated enzyme, 0 = substrate-free blank;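 active = activation factor of 2 or more at 20 µM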
Target sequence (P34949 whole entry, looked up): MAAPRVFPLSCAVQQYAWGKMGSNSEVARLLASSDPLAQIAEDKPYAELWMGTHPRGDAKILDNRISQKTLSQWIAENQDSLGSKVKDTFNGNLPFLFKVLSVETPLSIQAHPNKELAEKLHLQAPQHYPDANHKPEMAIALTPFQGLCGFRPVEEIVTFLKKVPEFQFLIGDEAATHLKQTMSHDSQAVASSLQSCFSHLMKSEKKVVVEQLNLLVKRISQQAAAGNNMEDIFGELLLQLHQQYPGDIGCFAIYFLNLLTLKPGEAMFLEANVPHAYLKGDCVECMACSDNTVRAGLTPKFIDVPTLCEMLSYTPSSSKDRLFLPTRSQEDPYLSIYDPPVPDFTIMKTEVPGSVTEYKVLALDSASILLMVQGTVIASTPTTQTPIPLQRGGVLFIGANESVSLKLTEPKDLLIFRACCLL
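Test system: human phosphomannose isomerase with PGI, G6PDH, diaphorase coupling enzymes; amount: 15 ng/mL PMI; incubation: enzyme reaction with compound 20 min at room temperature; technique: resorufin fluorescence (Ex 544/Em 590 nm) from resazurin via diaphorase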
PMI act – phosphomannose isomerase (human) activation; P34949; purified human PMI, coupled resazurin fluorescence, 20 min; hits give high values; 1 = vehicle control, 0 substrate-free wells; activation factor at 20 µM; 0.005% of 190,000 active; AID 1214;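 active = activation factor of 2 or more at 20 µM, relative to plate controls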
TNAP inh hiacc – TNAP (human) inhibition, high acceptor; inhibition, % at 20 µM; AID 1135; 0.03% of 200,000 active; P05186; purified TNAP, CDP-star luminescence, 1 M DEA;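 active = over 50% inhibition of tissue-nonspecific alkaline phosphatase at 20 µM in the single-dose screen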;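 note: plate controls were DMSO wells for no effect and EDTA-quenched wells as full inhibition for full effect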
Target sequence (P05186 whole entry, looked up): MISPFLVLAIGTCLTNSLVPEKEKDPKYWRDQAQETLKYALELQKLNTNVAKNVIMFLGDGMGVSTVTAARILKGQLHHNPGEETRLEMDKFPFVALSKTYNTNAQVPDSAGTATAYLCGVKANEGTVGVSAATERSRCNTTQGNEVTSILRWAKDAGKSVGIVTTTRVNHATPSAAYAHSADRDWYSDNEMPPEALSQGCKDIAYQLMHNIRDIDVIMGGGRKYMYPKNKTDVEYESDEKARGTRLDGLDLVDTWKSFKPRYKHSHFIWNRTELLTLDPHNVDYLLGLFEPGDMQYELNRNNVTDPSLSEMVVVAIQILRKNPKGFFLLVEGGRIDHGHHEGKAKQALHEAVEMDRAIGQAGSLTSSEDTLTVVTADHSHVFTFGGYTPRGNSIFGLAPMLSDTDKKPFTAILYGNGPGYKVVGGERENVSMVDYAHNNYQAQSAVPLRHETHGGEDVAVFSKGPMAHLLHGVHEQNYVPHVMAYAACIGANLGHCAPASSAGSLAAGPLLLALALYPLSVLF
Diaphorase act – activates diaphorase or chemically reduces, flagging diaphorase assay artifacts; Diaphorase/resazurin coupled assay, resorufin fluorescence, 16 min; hits give high values; 1 = vehicle wells, 0 = NADH-free wells; activation factor at 20 µM; 0.005% of 190,000 active;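 active = diaphorase activity raised at least twofold by the compound at 20 µM; inactive = activation factor below 2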
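Test system: Clostridium kluyveri diaphorase, purified enzyme. Buffer or medium: 50 mM HEPES pH 7.4 buffer plus MgCl2 and Tween 20. Also added: 0.114 mM NADH and 0.1 mM resazurin, final amounts. Dosing: compound 20 µM once, DMSO 1%. Schedule: 16 min enzyme reaction, ambient temperature. Detection: fluorescence of resorufin, 544 nm excitation, 590 nm emission.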
TNAP inh no acc – inhibitors of human TNAP without phosphate acceptor; P05186; purified TNAP, CDP-star luminescence, 30 min; inhibition, % at 20 µM; 0.26% of 200,000 active; AID 1012;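 active = tissue-nonspecific alkaline phosphatase inhibition above about 50% at 20 µM in the single-dose screen, limit read from the data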;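 note: 0% = DMSO negative control and 100% = EDTA positive control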
bIAP inh – blocks bovine intestinal alkaline phosphatase activity | purified bovine IAP, CDP-star luminescence, 30 min | inhibition, % at 20 µM | 190,000 tested, under 10 active | AID 1019;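 active = over 50% inhibition of intestinal alkaline phosphatase at 20 µM in the single-dose screen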
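System: Purified bovine intestinal alkaline phosphatase (IAP) enzyme | Input: IAP diluted 1/65,000,000 in the well | Also added: CDP-star chemiluminescent phosphatase substrate, 30 µM final | Dosing: 20 µM single dose | Times: Enzyme reaction for 30 min at room temperature | Detection: Luminescence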
bIAP act – increases bovine intestinal alkaline phosphatase activity | purified bovine IAP, CDP-star luminescence, 30 min; hits give high values; fold of DMSO-control signal, blank-subtracted | activation factor at 20 µM | 0.17% of 200,000 active | AID 1016;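 active = activation factor of 2 or more at 20 µM, a signal rise over negative controls twice the positive control's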
Diaph inh CS – counter-screen for diaphorase-based assays: diaphorase inhibitors and chemical oxidizers; inhibition, % at 20 µM; 0.69% of 190,000 active; diaphorase resazurin-to-resorufin fluorescence, NADH, 16 min; bacterial (C. kluyveri) enzyme, not human;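 active = primary screen inhibition at 20 µM above a set limit, cut at about 50% in these data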;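 note: plate controls were DMSO with full reaction for no effect and wells lacking NADH for full effect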
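Assay system – diaphorase enzyme from Clostridium kluyveri · Amount – diaphorase 0.14 U/mL (working solution) · Times – reaction incubation of 16 min at room temperature · Controls – No-NADH positive control and DMSO neutral control · Signal – resorufin fluorescence 544/590 nm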
TNAP act hi DEA – TNAP (human) activation, high acceptor; P05186; activation factor at 20 µM; 200,000 tested, under 10 active; purified TNAP, CDP-star luminescence, 1 M DEA, 30 min; hits give high values; 0 = EDTA background, 1 = DMSO-only activity;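 active = activation factor at least 2 at 20 µM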
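system = human TNAP | amount = enzyme diluted 1/800 final | reagent = 100 µM CDP-star substrate | signal = luminescent substrate turnover signal | dosing = one dose, 20 µM | benchmarks = EDTA negative control, DMSO positive control | measure = activation factor | timing = 30 min reaction, room temperature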
L major viab – Leishmania major promastigote growth inhibition; 9% of 200,000 active; inhibition, % at 10 µM; Leishmania major promastigotes, resazurin fluorescence viability; in the data active = inhibition above about 50%;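 note: promastigotes grown with compound for 44 hours at 28 °C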
* = called active by the depositor; . = no result given. An unsorted share of the library; 10% or so of the library scored in one or more.

SMILES	PMI act satM6P	PMI act	TNAP inh hiacc	Diaphorase act	TNAP inh no acc	bIAP inh	bIAP act	Diaph inh CS	TNAP act hi DEA	L major viab
COc1ccc(OCC(=O)NCCc2ccc(S(N)(=O)=O)cc2)cc1	1	0.9	1	0.9	-7	15	0.8	12	1	-1
COc1cc(/C=N/Nc2ccc3ccccc3c2)ccc1OC(=O)c1ccco1	1.8	1.2	8	0.6	-3	2	1	43	0.9	88*
Cc1noc(C)c1COC(=O)c1ccc(S(=O)(=O)N2CCCCC2)cc1	1	0.9	-3	0.9	-6	1	1	9	1	-4
CCN(CC)C(=O)c1c(Cl)nc(C)c([N+](=O)[O-])c1C	1.1	1	-2	0.8	-6	-1	1	17	1	-3
O=C1ON=C(c2ccccc2)/C1=C/c1ccco1	1.1	1.2	-4	1	-1	-11	1.1	2	1	3
CCOC(=O)COc1ccc(Br)cc1C1NC(=O)NC(C)=C1C(=O)NCc1ccccc1 (stereo unspecified)	1	1	-2	1.1	-6	2	1	-5	1	-2
CCCc1cc(=O)[nH]c(SCC(=O)N2CCN(S(=O)(=O)c3ccc4ccccc4c3)CC2)n1	1	0.9	3	1	-10	1	1	3	1	-9
COc1ccc2c(C)cc(SCC(=O)N(C)C3CCS(=O)(=O)C3)nc2c1 (stereo unspecified)	0.9	1	0	0.9	-15	-36	1.4	9	1	3
COC(=O)c1nc(C(=O)OC)c(C(=O)OC)nc1C(=O)OC	1	1.1	-7	0.9	-12	5	1	13	1.1	-9
Cc1ccccc1OCCn1c(=O)oc2ccccc21	0.9	0.9	-6	0.9	-10	29	0.7	14	1.1	2
CC(C)=Nc1ccccc1C1COC(=O)C1=N (stereo unspecified)	0.9	1	0	0.9	-3	6	0.9	8	1	0
N#Cc1ccc(OCc2nnc(SCC(=O)c3ccccc3)n2-c2ccccc2)cc1	0.8	0.9	-4	0.7	-4	-14	1.1	28	1	0
COc1ccc(Cl)cc1-c1nc(N)nc(N(C)C)n1	1.1	1	-4	1	-7	14	0.9	4	1	0
CC(=O)c1ccc(NC(=S)NCCc2cccc(Cl)c2)cc1	0.9	0.8	1	0.9	-1	4	1	12	1	31
Cc1cccc2sc(N(CCN(C)C)C(=O)/C=C/c3cccs3)nc12	1	1.1	-1	1.1	-2	11	0.9	-6	1	19
O=C(c1cc2ncc(Br)cn2n1)N1CCN(C(=O)c2ccco2)CC1	1.1	1	-3	0.9	-12	2	1	6	1	-2
O=C(CC1(O)C(=O)N(C/C=C/c2ccccc2)c2ccccc21)c1ccccn1 (stereo unspecified)	0.9	1	0	0.7	-2	12	0.9	29	1	9
CN(C)CCN(C(=O)c1ccc(N2C(=O)CCC2=O)cc1)c1nc2cc3c(cc2s1)OCCO3	0.9	1.1	0	1	3	-10	1.1	4	1	2
CCCn1c(N)c(CC)c(=O)[nH]c1=O	1	1.2	-6	0.9	-11	-5	1.1	5	1.1	-5
CCS(=O)(=O)c1ccc2c(c1)NC(=O)C(CCCl)O2 (stereo unspecified)	1.1	1.2	5	0.9	-2	-10	1.1	8	1	-1
COc1ccc(O)c(-c2[nH]ncc2C(=O)c2ccccc2)c1	1	1	-5	0.9	-15	-70	1.7	5	1	5
COc1ccc(C2C(C(=O)Nc3cccnc3)=C(C)Nc3nc(-c4ccco4)nn32)cc1 (stereo unspecified)	0.9	1	-10	0.9	-16	-1	1	14	1.1	-10
Clc1ccc(OCc2nnc(-c3ccccc3Br)o2)c(Cl)c1	1	1	-4	1	-7	0	1	-4	1	-8
CC1(C)CC(=O)C(CC(=O)NC2CCCc3ccccc32)C(=O)C1 (stereo unspecified)	1	1	-2	0.8	-8	10	0.9	20	1	-7
O=C(NC(=S)Nc1ncccn1)c1ccc(Cl)cc1Cl	1.3	1.2	-6	0.7	-6	5	1	25	1.1	1
CCc1cccc(OCCn2nc(C(=O)O)c3ccccc3c2=O)c1	0.9	0.9	-1	0.9	-1	0	1	11	1	7
COC(=O)c1cc(C#N)c(Oc2ccc(F)cc2)nc1C	1	0.9	-6	0.8	-9	18	0.8	20	1.1	1
O=C(NCCc1c[nH]c2ccccc12)C(F)(F)F	1	0.9	-6	1	-4	-2	1	-5	1.1	-4
CNC(=O)/C(C#N)=C/c1c(N2CC(C)OC(C)C2)nc2ccccn2c1=O (stereo unspecified)	1	1	-5	1	2	6	0.9	-3	1	-2
CSc1sccc1/C=N/NC(=O)c1ccncc1	1	1.1	2	1	-1	4	1	3	1	-6
Cc1cccc(C)c1NC(=O)C1c2ccccc2Oc2ccccc21	1.1	0.9	-2	1	-19	-2	1	3	1	-5
O=C1CN(C(=O)CSc2nnc(C3CC3)n2-c2ccccc2)c2ccccc2N1	0.9	0.9	2	0.9	-3	-1	1	8	1	-3
O=C(Nc1ccccc1)Nc1nc(-c2ccc(Cl)cc2)cs1	0.9	0.9	3	0.9	-12	7	0.9	6	1	-5
CC1=C/C(=C\c2ccc(Br)o2)C(=O)O1	1.1	1.1	-4	0.8	-10	22	0.8	17	1	-5
COc1cccc(CNCCNC(=O)c2ccco2)c1OC	1.3	1.3	-10	1.2	15	1	1	-15	1.1	7
Cc1ccccc1Cn1ccc(=NCc2ccccc2)cc1	0.9	0.9	-3	0.9	-7	8	0.9	10	1	100*
CCc1nn(C)c(-c2n[nH]c(=S)n2N)c1Cl	0.9	0.9	-3	0.8	-8	7	0.9	18	1	6
Cc1ccc(C(=O)Nc2ccc(C)c(S(=O)(=O)Nc3ccccc3Cl)c2)s1	0.9	0.8	4	0.8	0	11	0.9	24	1	84*
Cc1ccc(OC2=NS(=O)(=O)c3ccccc32)cc1	1	1	-4	0.8	-12	14	0.9	15	1	-2
O=C(NNc1nc(-c2ccccc2)c2cc(Br)ccc2n1)c1ccc(S(=O)(=O)N2CCCCC2)cc1	1	0.9	10	0.9	8	-39	1.4	12	0.9	2
COc1ccc(-n2c(COc3cccc(C)c3)nnc2SCC(=O)NCc2ccco2)cc1	1	1	6	1	0	-3	1	0	0.9	3
CCOC(=O)C1C(=O)NC(N2CCN(Cc3ccccc3)CC2)=NC1c1ccco1 (stereo unspecified)	1	1.1	-10	1	-8	-6	1.1	5	1.1	-7
COCCCNC(=O)c1ccc(N2CCCC2)c(NS(=O)(=O)c2ccc(C)cc2)c1	2.2*	1.3	-8	1	-12	-1	1	3	1.1	4
COc1ccccc1CNC(=O)c1ccc(OCC2CCCO2)cc1 (stereo unspecified)	0.9	0.9	-1	0.9	-17	4	1	11	1	-5
O=C(CN1CCN(c2ccccc2O)CC1)Nc1ccc([N+](=O)[O-])cc1Br	0.8	1	2	0.9	3	16	0.8	13	1	-5
O=C(C1=C[C@H](c2ccc3c(c2)OCO3)C[C@H](OCc2ccc(CO)cc2)O1)N1CCCCCCC1	0.9	0.9	-6	1	-8	-12	1.1	1	1.1	61*
Cc1cc(C)n2nc(CCc3nc4nc(C)cc(C)n4n3)nc2n1	1	1	-5	0.9	-10	13	0.9	11	1.1	.
CC(=O)c1c(C)[nH]c(C(=O)N(C)C(c2ccccc2)c2ccccc2)c1C	0.9	0.9	-6	0.8	-12	-14	1.1	17	1.1	24
O=C(CN1CCCC1)NC(=O)NC1CCCC1	1.1	1.1	-4	1.2	-13	7	0.9	-16	1	0
Cc1cccc(C)c1NC(=O)c1ccc([N+](=O)[O-])s1	1.2	1.1	0	1	-7	-7	1.1	-3	1	99*
CC(C)c1ccc(NC(=O)N2CCC(c3nc4ccccc4o3)CC2)cc1	0.8	0.8	-8	0.7	-14	8	0.9	30	1.1	-5
C=COCCn1c(-c2nonc2N)nc2ccccc21	1	1	-2	1	-12	11	0.9	5	1	-4
COc1cc(-c2nnc(SCC(=O)Nc3cc(C)on3)n2C)cc(OC)c1O	1	1	-2	0.9	-7	9	0.9	13	1	-4
Cc1cccc(CCNC(=O)C2CCC(=O)N2Cc2ccc(F)cc2)c1 (stereo unspecified)	0.9	0.9	-7	0.8	-14	6	0.9	20	1.1	-2
N#Cc1c(N)nc(SCC(=O)NC2CCCCC2)c(C#N)c1-c1ccc(Cl)cc1	1.1	1.1	-2	1	-8	12	0.9	3	1	1
Cn1c(N)c(C(=O)COC(=O)c2ccc(Cl)nc2)c(=O)n(C)c1=O	1	1	-3	0.9	-11	5	0.9	5	1	1
Cc1ccc(/C=C2\OC(=O)c3ccccc32)cc1	0.9	0.8	-2	0.9	-7	-2	1	14	1	5
C=CCn1c(SCC(=O)NC23CC4CC(CC(C4)C2)C3)nc(O)cc1=O	0.9	0.9	-5	0.8	-8	3	1	24	1	-8
CC(C)NC(=O)COc1ccc(S(=O)(=O)N2CCOCC2)cc1	1.1	1	-2	0.9	-10	13	0.9	7	1	-6
COc1ccc(C(=O)Nc2ccc3oc(-c4cccnc4)nc3c2)cc1OC	1	1	-7	1.3	-8	-6	1.1	-26	1.1	4

Arranged by SMILES length (rising): 3 of the compounds above.
SMILES	PMI act satM6P	PMI act	TNAP inh hiacc	Diaphorase act	TNAP inh no acc	bIAP inh	bIAP act	Diaph inh CS	TNAP act hi DEA	L major viab
Cc1cccc(C)c1NC(=O)c1ccc([N+](=O)[O-])s1	1.2	1.1	0	1	-7	-7	1.1	-3	1	99*
COc1ccc(C(=O)Nc2ccc3oc(-c4cccnc4)nc3c2)cc1OC	1	1	-7	1.3	-8	-6	1.1	-26	1.1	4
COc1cc(-c2nnc(SCC(=O)Nc3cc(C)on3)n2C)cc(OC)c1O	1	1	-2	0.9	-7	9	0.9	13	1	-4

Taken from above:
Cc1ccc(/C=C2\OC(=O)c3ccccc32)cc1 – L major viab = 5
C=COCCn1c(-c2nonc2N)nc2ccccc21 – L major viab = -4
CC(C)NC(=O)COc1ccc(S(=O)(=O)N2CCOCC2)cc1 – PMI act = 1
O=C(CN1CCCC1)NC(=O)NC1CCCC1 – TNAP inh no acc = -13
Cc1cccc(C)c1NC(=O)c1ccc([N+](=O)[O-])s1 – TNAP act hi DEA = 1

Following part.
SMILES	PMI act satM6P	PMI act	TNAP inh hiacc	Diaphorase act	TNAP inh no acc	bIAP inh	bIAP act	Diaph inh CS	TNAP act hi DEA	L major viab
COc1ccc(-c2ncc3ccccn23)cc1	1.2	1.1	-4	1	-8	11	0.9	0	1	7
C=CCOc1ccc(CNc2nccs2)cc1	0.9	0.9	-4	0.9	-10	3	1	14	1	-2
Cc1ccc(-c2noc(-c3ccccc3C(=O)NCC3CCCO3)n2)cc1 (stereo unspecified)	0.9	1	-1	0.9	-10	12	0.9	13	1	18
Cc1ccc2cccc(OC(=O)/C=C\c3ccccc3)c2n1	0.4	0.6	-4	0.7	5	-8	1.1	26	1	3
